PTHR1 agonist: qHTS for PTHR1 Agonists: Primary Screen; Parathyroid hormone/parathyroid hormone-related peptide receptor (Homo sapiens), Q03431; HEK293 GP2 PTHR1 cells, GloSensor cAMP luminescence, 1 h; Potency, µM (doses to about 115 µM), for inactives: top-dose activation, actives largely listed as activators; 410,000 tested, 0.075% active; AID 743266, 2014; note: potency is the fitted concentration of half-maximal effect; nearly all actives have a fitted effect of over 55% in size; some results filed as inactive show a strong effect at the top dose; inactives centre near -15; many of its hits are not listed in these tables
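HEK-293-derived GP2 cells expressing PTHR1 and a GloSensor cAMP reporter, 3,000/well, plated overnight, given luciferin plus IBMX (each 0.5 mM as added) for 1 h at 37 °C, then compound for 1 h at 37 °C. Luminescence was read after 15 min at room temperature.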
PLK1 PBD inh: qHTS for Inhibitors of PLK1-PDB (polo-like kinase 1 - polo-box domain): Primary Screen; 360,000 tested, 2.8% active; AID 720504, 2013; Potency, µM, inactives show max response, negative = inhibition, usual class: inhibitors; Plk1 PBD binding of FITC phosphopeptide, fluorescence polarization; Serine/threonine-protein kinase PLK1 (Homo sapiens), P53350; note: potency is the fitted concentration of half-maximal effect; series mostly up to about 57 µM; % is set by controls: 0 for no effect and ±100 for the full control effect; nearly all actives have a fitted effect of over 65% in size
Target sequence (P53350 whole entry, looked up, the tested form may be a part): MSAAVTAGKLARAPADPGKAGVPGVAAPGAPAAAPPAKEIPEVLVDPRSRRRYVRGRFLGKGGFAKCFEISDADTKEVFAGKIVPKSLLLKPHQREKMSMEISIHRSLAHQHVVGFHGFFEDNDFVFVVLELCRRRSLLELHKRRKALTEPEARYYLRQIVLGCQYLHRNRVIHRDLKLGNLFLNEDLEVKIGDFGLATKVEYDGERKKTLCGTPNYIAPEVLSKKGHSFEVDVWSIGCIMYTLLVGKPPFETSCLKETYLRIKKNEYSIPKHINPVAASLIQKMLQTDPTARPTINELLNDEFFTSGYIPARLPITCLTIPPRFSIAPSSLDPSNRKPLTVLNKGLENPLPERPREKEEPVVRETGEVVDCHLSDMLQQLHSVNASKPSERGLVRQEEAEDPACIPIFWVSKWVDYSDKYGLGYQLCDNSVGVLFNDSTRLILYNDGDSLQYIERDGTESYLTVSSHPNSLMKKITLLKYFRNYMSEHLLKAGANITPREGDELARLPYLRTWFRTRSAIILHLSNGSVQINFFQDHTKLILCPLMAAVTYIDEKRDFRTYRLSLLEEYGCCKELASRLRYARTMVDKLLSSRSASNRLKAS
EPAC1 antagonist: qHTS for Antagonist of cAMP-regulated guanine nucleotide exchange factor 3 (EPAC1): primary screen; Rap guanine nucleotide exchange factor 3 (Homo sapiens), O95398; EPAC1 GEF assay, Rap1b-BODIPY-GDP exchange fluorescence; Potency, µM (top dose mostly 115 µM), without a hit: at the top dose activity change, negative = inhibition, hits mostly inhibitors; 360,000 tested, 0.14% active; AID 720709, 2013;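 note: potency is the fitted concentration of half-maximal effect; plate controls were vehicle for no effect and positive control for full effect; nearly all actives have a fitted effect of over 50% in size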
GLP1R ag: qHTS of GLP-1 Receptor Agonists. Potency, µM (highest dose often 45.6 µM), inactives show top-dose activation, most hits filed as activators. 380,000 tested, 0.007% active. AID 624172, 2012. HEK293 GLP-1R CRE-luciferase, luminescence, 4-6 h; cells express a hypersensitive GLP-1R form; note: potency is the fitted concentration of half-maximal effect; % of control where 0% means no effect
EPAC1 ag: qHTS for Agonist of cAMP-regulated guanine nucleotide exchange factor 3 (EPAC1): primary screen | EPAC1 agonist qHTS, biochemical assay; response scale: 100% = response to 6.5 mM cAMP | Potency, µM (doses to about 154 µM), inactives show at the highest dose activation, usual class: activators | 360,000 tested, 0.073% active | AID 720707, 2013; note: potency is the fitted concentration of half-maximal effect; nearly all actives have a fitted effect of over 60% in size
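Read-out is the fluorescence drop as BODIPY-GDP leaves Rap1B (480 nm excitation, 540 nm emission), recorded every 5 minutes over 30 minutes. Reactions held 100 nM EPAC1, 250 nM Rap1B–BODIPY-GDP and 50 uM GDP, with 6.5 mM cAMP setting full activation.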
HEK293 tox: qHTS of GLP-1 Receptor Inverse Agonists: Cytotox Screen | HEK293 cAMP-luciferase reporter cells, luminescence, 24 h | Potency, µM (highest dose often 38.3 µM), for the others: at the highest dose activity change, negative = inhibition, hits mostly inhibitors | 410,000 tested, 0.13% active | AID 624418, 2012;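 note: loss of luciferase light is scored as toxicity; potency is the fitted concentration of half-maximal effect; % is set by controls: 0 for no effect and ±100 for the full control effect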
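Here, cytotoxicity is scored as loss of luminescence. The MLSMR collection was tested on cells seeded in medium containing 10% Nu serum, with a 24 hr compound exposure preceded by 12 hours of culture.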
GLP-1R inv ag: qHTS of GLP-1 Receptor Inverse Agonists (Inhibition Mode); AID 624417, 2012; HEK293 GLP-1R CRE-luciferase, luminescence, 24 h; GLP-1R form is constitutively active; Glucagon-like peptide 1 receptor (Homo sapiens), P43220; 410,000 tested, 1.6% active; Potency, µM (series often up to 38.3 µM), for the others: at the highest dose activity change, negative = inhibition, hits mostly inhibitors; note: potency is the fitted concentration of half-maximal effect; % is set by controls: 0 for no effect and ±100 for the full control effect; nearly all actives have a fitted effect of over 55% in size
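HEK293 cells stably co-expressing constitutively active GLP-1R and a cAMP-responsive luciferase reporter were seeded in DMEM with 10% Nu serum, given compounds after 12 h, and incubated 24 h at 37 deg C. Luminescence was then read.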
PI5P4Ka inh: qHTS for Inhibitors of phosphatidylinositol 5-phosphate 4-kinase (PI5P4K); PI5P4Kalpha enzyme, ADP-Glo luminescence, 60 min; hits give low values; AID 652105, 2013; max response, %; 330,000 tested, 1.2% active; Phosphatidylinositol 5-phosphate 4-kinase type-2 alpha (Homo sapiens), P48426; active = max response of -50% or lower; inconclusive = between -30% and -50%; inactive = -30% or higher; note: value at the top dose of about 77 µM; % is set by controls: 0 for no effect and ±100 for the full control effect
Target sequence (P48426 whole entry, looked up): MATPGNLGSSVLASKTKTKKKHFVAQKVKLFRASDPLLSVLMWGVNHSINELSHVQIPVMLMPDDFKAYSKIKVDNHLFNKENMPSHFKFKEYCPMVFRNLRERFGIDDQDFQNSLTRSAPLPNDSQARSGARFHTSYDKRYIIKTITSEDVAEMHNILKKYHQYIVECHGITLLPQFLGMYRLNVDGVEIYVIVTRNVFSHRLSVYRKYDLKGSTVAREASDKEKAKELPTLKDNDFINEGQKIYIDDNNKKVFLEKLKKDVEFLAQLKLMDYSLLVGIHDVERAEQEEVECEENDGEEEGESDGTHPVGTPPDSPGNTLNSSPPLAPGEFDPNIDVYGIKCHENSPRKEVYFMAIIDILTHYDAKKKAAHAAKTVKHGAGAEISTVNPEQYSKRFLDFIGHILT
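Human PI5P4Kalpha with substrate in 0.038 M HEPES pH 7.4, 0.28 mM EGTA, 0.1% CHAPS, 5% DMSO; reaction started with 5 microM ATP (final), 60 min at room temperature. ADP formed read by ADP-Glo luminescence.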
IL-2 act: qHTS of IL-2 Activators | 360,000 tested, 0.065% active | IL-2 activation reporter assay, cell-based qHTS; stimulated with anti-CD3/CD4/CD28 beads; in transgenic mouse T cells | activation, % (series mostly up to about 46 µM); in the data active = activation above about 50%; inconclusive = mostly about 30% to 49%; note: 0% is about no effect
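Readout: EGFP and DsRed signals by fluorescent plate cytometry. Unstimulated transgenic mouse T cells received compound 60 min before antibody-bead stimulation, then incubated 18 h at 37 degrees C.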
* = called active by the depositor; i = inactive; ? = inconclusive; . = no result given; [ ] = remark or other dose. Unless noted, calls come from the whole dose curve; as a rule, active = well fitted curve in the direction sought with a large enough effect; inconclusive = small, poorly fitted or top-dose-only effect, or another doubt; inactive = no such curve, though single readings can be large; an effect the other way counts as inactive or inconclusive.

Compound	PTHR1 agonist	PLK1 PBD inh	EPAC1 antagonist	GLP1R ag	EPAC1 ag	HEK293 tox	GLP-1R inv ag	PI5P4Ka inh	IL-2 act
CC1CCN(CCNC(=S)Nc2ccc(Cl)cc2)CC1	i	-11%	-18%	-1%	-7%	18%	?	-4	2.3
CC(=O)NCCNc1nc2cc(-c3cccc(Cl)c3)sc2c(=O)n1C	-19%	-6%	-23%	-5%	-2%	5%	-21%	1	0.1
O=[N+]([O-])c1ccc(NN=Cc2cccc([N+](=O)[O-])c2)cc1	-14%	-16%	-3%	13%	11%	-24%	?	-17	-0.6
Cc1ccccc1OCCCC(=O)Nc1ccccc1C(F)(F)F	i	-15%	-5%	1%	6%	-2%	?	11	-2.3
O=C(N/N=C/c1ccc[nH]1)c1ccc(O)cc1	i	7%	-1%	10%	3%	-4%	17%	-25	0.0
COc1ccc2c3c([nH]c2c1)C(C)N(CCC(=O)NN)CC3 (stereo not given)	33%	4%	0%	1%	0%	22%	?	7	1.8
CCOC(=O)c1ccc(NC(=O)Nc2nc3ccccc3s2)cc1	-4%	1%	-15%	7%	-9%	27%	13%	8	0.2
O=C(Nc1ccc(C(F)(F)F)cc1Cl)c1ccc(Cn2cc(Br)cn2)o1	-5%[57.5 µM]	-6%	?	22%	?	16%	?	.	0.1
O=C1[C@@H]2Cc3c([nH]c4ccccc34)CN2C(=O)CN1CCCCCO	2%	-3%	14%	0%	-1%	4%	-21%	9	-2.3
C=CCn1c2ccccc2c2n[nH]c(=S)nc21	i	0%	-11%	10%	7%	1%	46%[activator]	?	0.3
O=C1CC(c2ccccc2)C(=O)N1c1cccc(O)c1 (stereo not given)	?	0%	5%	-2%	4%	-6%	16%	1	0.0
O=C(NCc1ccccc1Cl)C1CCN(S(=O)(=O)c2cccs2)CC1	i	-10%	2%	6%	15%	0%	-21%	-9	0.0
CCN(CC)c1nc(-c2ccccc2)cc(C(F)(F)F)c1C#N	-1%	-2%	10%	-4%	-6%	38%[activator]	5%	14	1.2
Cc1c(CCO)c(=O)n2n1CCCC2	i	3%	-1%	-10%	1%	-7%	23%	-2	-4.3
COC(=O)c1ccccc1NC(=O)c1nc2nc(C)cc(C)n2n1	-13%	-21%	-23%	-2%	-4%	9%	7%	-1	-0.2
CNC(C)c1cc(OC)ccc1OC (stereo not given)	-3%[57.5 µM]	-4%	1%	-8%	16%	-18%	0%	.	-0.8
O=C(CN1CCNCC1)NCCSc1ccc(Cl)cc1	?	-8%	-14%	2%	-7%	17%	?	5	-0.2
O=C(Nc1ccccc1C(=O)O)/C(=C/c1ccc(Cl)cc1Cl)NC(=O)c1ccco1	-20%	-17%	2%	1%	3%	-1%	-14%	5	-2.7
N#Cc1ccccc1Sc1ccccc1C(=O)OCC(=O)N1CCN(C(=O)c2ccco2)CC1	-6%[57.5 µM]	-11%	0%	4%	-5%	-1%	21%	-6	0.1
O=C(c1ccccc1S(=O)(=O)NCc1ccccc1)N1CCCCC1	i	3%	6%	7%	3%	-24%	-22%	4	-0.5
CC(C)Nc1ccc(C(CC(N)=O)NC(=O)Cc2ccc(Br)cc2)cc1[N+](=O)[O-] (stereo not given)	-9%	1%	-1%	-3%	-2%	-19%	?	-23	-0.2
COc1ccc2nc(NC(=O)C3CCN(C(=O)c4ccco4)CC3)sc2c1	i	-2%	-25%	14%	10%	4%	-2%	-4	-1.9
O=C(O)Cn1nncc1-c1ccc(C(F)(F)F)cc1	i	1%	9%	-1%	-15%	3%	15%	-6	-0.2
Cc1cccc(OCc2nnc(SCC(=O)Nc3ccc(C)cc3C)o2)c1	-3%	.	.	0%	.	-5%	-18%	.	.
Nc1nonc1N/N=C\c1ccccc1	i	-4%	1%	0%	3%	-7%	9%	2	-2.8
Cc1ccc(OCC(=O)N/N=C/c2ccncc2)cc1	i	-2%	7%	15%	0%	5%	0%	0	1.0
Cc1cc2c(NC(=O)Nc3ccccc3)cccc2nn1	-3%	5%	0%	10%	-9%	-12%	27%	-1	-1.9
Cc1ccc(Sc2ncccc2N)cc1	i	-8%	-2%	5%	7%	5%	15%	-3	-2.2
Cc1onc(-c2ccccc2Cl)c1C(=O)OCC(=O)Nc1cccc(S(=O)(=O)N(C)C)c1	-15%	-7%	-26%	9%	18%	-5%	?	-3	-0.7
O=C(NCc1ccncc1)C1CCN(S(=O)(=O)c2ccc(F)cc2)CC1	i	2%	-10%	3%	3%	-13%	8%	-1	-1.7
Cc1ccccc1N(CC(=O)NC1CCCCC1)C(=O)c1csnn1	-24%	-2%	4%	7%	4%	6%	-20%	0	-0.1
CCOc1ccccc1CN(Cc1ccco1)S(=O)(=O)c1ccc(-n2cnnn2)c(OC)c1	i	0%	6%	3%	13%	-9%	?	.	-1.0
O=C(NCc1ccco1)c1cnn2c(C(F)(F)F)cc(-c3cccs3)nc12	-11%	-12%	-7%	2%	4%	179%[activator]	25%	-12	1.1
CCN1C(=O)C(=O)N(CC(=O)Nc2cccc(C(F)(F)F)c2)C1=O	i	3%	-6%	1%	-20%	0%	1%	2	-0.6
O=C(CN1C(=O)c2cccc3cccc1c23)NCC1CCCO1 (stereo not given)	-22%	0%	8%	10%	0%	55%[activator]	15%	0	0.0
CCN(C(=O)C1CCCO1)c1ccccc1 (stereo not given)	i	1%	11%	1%	6%	4%	-9%	1	-0.6

The last 2 records of the part before open the next one:
Compound	PTHR1 agonist	PLK1 PBD inh	EPAC1 antagonist	GLP1R ag	EPAC1 ag	HEK293 tox	GLP-1R inv ag	PI5P4Ka inh	IL-2 act
O=C(CN1C(=O)c2cccc3cccc1c23)NCC1CCCO1 (stereo not given)	-22%	0%	8%	10%	0%	55%[activator]	15%	0	0.0
CCN(C(=O)C1CCCO1)c1ccccc1 (stereo not given)	i	1%	11%	1%	6%	4%	-9%	1	-0.6
O=C(c1ccc(F)cc1)c1c[nH]c(C(=O)NCc2cccnc2)c1	-21%	-2%	15%	-7%	-4%	-8%	5%	.	-2.6
COc1cc(N)c2ncccc2c1Cl	i	-4%	?	20%	10%	7%	28%	-2	1.0
CC1CN(C(=O)c2scc3c2OCCO3)CC(C)O1 (stereo not given)	i	-14%	13%	-3%	3%	-15%	-11%	-20	-1.1
Cc1ccc2nc(-c3ccc(NC(=O)C4CCCO4)cc3)[nH]c2c1 (stereo not given)	-21%[57.5 µM]	-1%	2%	-19%	0%	4%	7.9µM*	.	-0.7
CCOC(=O)N1CCN(CC(O)c2ccc3c(c2)CCN3)CC1 (stereo not given)	i	-7%	6%	8%	8%	11%	0%	.	-1.0
CCOc1cc(C(=O)NCCc2ccc(S(N)(=O)=O)cc2)cc(OCC)c1OCC	i	30µM*	4%	4%	-9%	-7%	2%	2	-1.0
CCn1c(-c2cc(-c3cc(OC)ccc3OC)nc3ccccc23)n[nH]c1=S	i	0%	8%	0%	-4%	-7%	21%	.	-2.5

Gathered by group, those above with a Cl atom.
Compound	PTHR1 agonist	PLK1 PBD inh	EPAC1 antagonist	GLP1R ag	EPAC1 ag	HEK293 tox	GLP-1R inv ag	PI5P4Ka inh	IL-2 act
CC1CCN(CCNC(=S)Nc2ccc(Cl)cc2)CC1	i	-11%	-18%	-1%	-7%	18%	?	-4	2.3
CC(=O)NCCNc1nc2cc(-c3cccc(Cl)c3)sc2c(=O)n1C	-19%	-6%	-23%	-5%	-2%	5%	-21%	1	0.1
O=C(Nc1ccc(C(F)(F)F)cc1Cl)c1ccc(Cn2cc(Br)cn2)o1	-5%[57.5 µM]	-6%	?	22%	?	16%	?	.	0.1
O=C(NCc1ccccc1Cl)C1CCN(S(=O)(=O)c2cccs2)CC1	i	-10%	2%	6%	15%	0%	-21%	-9	0.0
O=C(CN1CCNCC1)NCCSc1ccc(Cl)cc1	?	-8%	-14%	2%	-7%	17%	?	5	-0.2
O=C(Nc1ccccc1C(=O)O)/C(=C/c1ccc(Cl)cc1Cl)NC(=O)c1ccco1	-20%	-17%	2%	1%	3%	-1%	-14%	5	-2.7
Cc1onc(-c2ccccc2Cl)c1C(=O)OCC(=O)Nc1cccc(S(=O)(=O)N(C)C)c1	-15%	-7%	-26%	9%	18%	-5%	?	-3	-0.7
COc1cc(N)c2ncccc2c1Cl	i	-4%	?	20%	10%	7%	28%	-2	1.0

Source: PubChem (National Center for Advancing Translational Sciences (NCATS))

The list is partial; count on the stated rates, not on these rows.
